From PubChem BioAssay
TWEAK Fn14 block: blocks TWEAK-Fn14 interaction in a reporter cell assay. TWEAK-stimulated Fn14 reporter cells, luciferase luminescence, 8 h. inhibition, % at 10 µM. hit rate 2% among 360,000. AID 1159606; in the data active = inhibition above about 50%
C8 TRAIL sens: caspase-8 TRAIL sensitization. NB7+C8 cells + TRAIL, ATPlite viability luminescence. inhibition (viability loss, TRAIL sensitization), % at 10 µM. hit rate 1% among 360,000. AID 624354;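 active = compounds causing at least 50% loss of cell viability in the single-dose screen, relative to plate controls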
TROY NFkB inh: TROY signaling inhibition; inhibition, % at 10 µM; AID 1347056; hit rate 0.98% among 360,000; Q293 LMP1-TROYcd NF-kB luciferase reporter, 4 h;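 active = compounds whose plate-normalised and pattern-corrected inhibition of the luciferase reporter signal at the single screening dose is 50% or more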
TLR9-MyD88 inh: inhibitors of human TLR9-MyD88 binding | Q9NR96+Q99836 | CHO BLA complementation TLR9-MyD88, CCF4 FRET ratio | inhibition, % at 4.98 µM | hit rate 0.21% among 340,000 | AID 504734;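 active = inhibition above the mean over all tested compounds plus 3 SD, cut at about 21% in these data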;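 also: 0% = DMSO only wells and 100% = clavulanate BLA inhibitor control wells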
NCOA2 inhibitor: inhibits human steroid receptor coactivator 2. HEK293 GAL4-SRC2 luciferase reporter, luminescence. inhibition, % at 9 µM. hit rate 0.17% among 370,000. Q15596;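 active = inhibition above the mean inhibition of all tested compounds plus 3 SD, set per campaign, cut at about 52% in these data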;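 also: 0% = DMSO treated cells and 100% = cells given Gossypol at 36 µM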
SRC1 inh: inhibits human SRC1 coactivator; Q15788; HEK293 GAL4-SRC1 luciferase reporter, luminescence; inhibition, % at 3.6 µM; hit rate 0.12% among 360,000; AID 588354;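 active = inhibition above the campaign mean plus 3 SD, with each screening campaign given its own cutoff, cut at about 60% in these data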;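 also: 0% = DMSO treated cells and 100% = gossypol at 36 µM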
EBV LMP1 NFkB: inhibitors of Epstein-Barr LMP1-induced NF-kappaB reporter. hit rate 0.69% among 350,000. inhibition, % at 12.5 µM. LMP1-induced NF-kappaB luciferase reporter cells, luminescence. AID 504558; in the data active = inhibition above about 41%;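 also: 0% = neutral control wells and 100% = reference inhibitor control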
LRH-1 inv ag: inverse agonists of human LRH-1 (NR5A2); hit rate 0.13% among 360,000; HEK293T StAR-luciferase reporter, LRH-1 transfected, 24 h; inhibition, % at 3.6 µM; O00482;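 active = inhibition above the mean inhibition of all tested compounds plus 3 SD, cut at about 73% in these data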;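 also: 0% = DMSO wells and 100% = reporter-only cells lacking LRH-1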
Target sequence (O00482 whole entry, looked up): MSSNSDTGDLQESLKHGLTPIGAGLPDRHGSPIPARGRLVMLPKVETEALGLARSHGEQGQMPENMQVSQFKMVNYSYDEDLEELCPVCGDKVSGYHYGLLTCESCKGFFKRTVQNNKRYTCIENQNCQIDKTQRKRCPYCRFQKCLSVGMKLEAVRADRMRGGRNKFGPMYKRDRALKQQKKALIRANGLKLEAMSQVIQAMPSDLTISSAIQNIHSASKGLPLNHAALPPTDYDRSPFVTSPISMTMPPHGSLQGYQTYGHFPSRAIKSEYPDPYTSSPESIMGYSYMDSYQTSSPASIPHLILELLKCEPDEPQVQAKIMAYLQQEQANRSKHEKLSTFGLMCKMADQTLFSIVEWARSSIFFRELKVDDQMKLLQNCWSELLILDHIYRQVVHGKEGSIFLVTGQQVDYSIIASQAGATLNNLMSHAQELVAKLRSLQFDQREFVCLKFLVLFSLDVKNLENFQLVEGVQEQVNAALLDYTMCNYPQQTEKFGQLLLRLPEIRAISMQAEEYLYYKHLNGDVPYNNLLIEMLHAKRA
NOD2 RIPK2 PPI: blocks binding of human NOD2 to RIPK2; O43353; CHO BLA complementation NOD2-RIPK2, CCF4 ratio; inhibition, % at 4.98 µM; hit rate 0.38% among 360,000; in the data active = inhibition above about 21%;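 also: 0% = vehicle only and 100% = reference blocker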
NR2F2 inh: blocks human COUP-TFII nuclear receptor | P24468 | HEK293T NGFI-A luciferase reporter, luminescence | inhibition, % at 8.6 µM | hit rate 0.7% among 370,000 | AID 686940;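 active = inhibition above a per-plate cutoff, mean inhibition of test wells between control levels plus 3 SD, cut at about 38% in these data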;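 also: cells cotransfected with COUP-TFII expression vector driving the NGFI-A reporter; 0% = median of COUP-TF2 test wells and 100% = reporter-only cells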
Target sequence (P24468 whole entry, looked up): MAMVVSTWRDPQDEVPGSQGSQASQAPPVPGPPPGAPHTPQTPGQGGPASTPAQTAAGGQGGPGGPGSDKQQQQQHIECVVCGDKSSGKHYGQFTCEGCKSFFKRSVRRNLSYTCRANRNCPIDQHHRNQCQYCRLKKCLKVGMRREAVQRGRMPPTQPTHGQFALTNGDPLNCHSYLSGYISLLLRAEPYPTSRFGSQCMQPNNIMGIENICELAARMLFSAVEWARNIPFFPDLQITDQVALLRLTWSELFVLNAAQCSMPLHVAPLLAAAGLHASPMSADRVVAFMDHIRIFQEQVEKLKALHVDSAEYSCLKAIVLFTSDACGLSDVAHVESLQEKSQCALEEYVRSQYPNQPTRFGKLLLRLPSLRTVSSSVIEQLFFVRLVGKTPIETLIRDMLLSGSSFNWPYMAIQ
SRC3 inh: inhibits human SRC3 coactivator; HEK293 GAL4-SRC3 luciferase reporter, luminescence; AID 588352; inhibition, % at 3.6 µM; Q9Y6Q9; hit rate 0.17% among 360,000;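 active = inhibition above a per-campaign cutoff, the mean of all compounds plus 3 SD, cut at about 60% in these data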;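 also: 0% = DMSO-treated cells and 100% = gossypol-treated cells at 36 µM; higher means less SRC3-driven luciferase light from the GAL4 reporter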
* marks the source's active call; other numbers are inactive results; . = not tested or not shown.

mol	NR2F2 inh	SRC3 inh	SRC1 inh	TWEAK Fn14 block	LRH-1 inv ag	C8 TRAIL sens	NCOA2 inhibitor	EBV LMP1 NFkB	TLR9-MyD88 inh	TROY NFkB inh	NOD2 RIPK2 PPI
CC(C)(C)c1ccc(C2/C(=C(\O)c3ccc4c(c3)OCCO4)C(=O)C(=O)N2CCCN2CCOCC2)cc1 (stereo unspecified)	-4	-9	2	2	-6	20	15	1	-4	-6	5
N#C/C(=C(/O)C(Cl)c1ccccc1)c1nc2ccccc2s1 (stereo unspecified)	-10	-22	-6	-8	-3	2	-4	-11	-2	-24	6
Nc1c(C(=O)NCc2ccccc2)sc2nc3c(cc12)C(=O)CCC3	-3	-7	-22	-1	-2	16	-19	-20	-3	-6	-3
COc1cc(CNCCc2ccccc2F)ccc1OCc1ccc(Cl)nc1	-4	2	-17	-28	-16	6	-47	-6	-1	-13	5
Cc1ccc2oc(-c3ccc(C)c(NC(=S)NC(=O)c4cccs4)c3)nc2c1	-34	-55	-96	24	-134	22	-67	-32	-9	49	-6
CC(C)C(=O)N1CCN(CCN2C(=O)c3cccc4cccc(c34)C2=O)CC1	8	-3	-22	-20	-7	1	28	5	-5	-22	1
CCCS(=O)(=O)NC(=O)C1(C)CCCN(C(=O)c2ccc(OC)cc2)C1 (stereo unspecified)	-3	-14	20	3	-11	-11	-23	.	.	-5	-6
COc1ccccc1NC(C)=[N+](C)CCNS(=O)(=O)c1ccc(Cl)cc1	12	4	4	-14	1	0	10	0	4	5	-8
CCOC(=O)c1cnn(-c2c(Cc3ccccc3)c(C)nc3c(-c4ccccc4)c(C)nn23)c1N	-10	15	3	-47	-4	10	9	-20	-7	3	-18
CCOc1cccc(/C=C/C(=O)O)c1	2	1	9	-4	2	-5	10	1	-2	2	1
O=C(COc1ccc([N+](=O)[O-])cc1)Nc1ccc2[nH]c(=O)[nH]c2c1	3	8	-10	4	-9	-9	-17	5	-6	12	0
CCC(C)[C@H](NC(=O)[C@@H]1Cc2ccccc2CN1)C(=O)Nc1ccc2c(c1)OCO2 (stereo partly specified)	1	-27	-3	29	-29	-15	-46	4	-5	-95	6
Cc1c(NC(=O)c2ccc3c4c(cccc24)CC3)c(=O)n(-c2ccccc2)n1C	16	12	11	-12	12	-7	-5	-6	1	7	-9
Cc1ccc(C(=O)Nc2nnc(-c3ccncc3)s2)o1	11	4	-25	-4	4	7	11	-3	11	-18	-9
Cn1c(=O)[nH]c(=O)c2c1nc(N1CCOCC1)n2CCc1ccccc1	10	11	-6	-4	9	-11	-16	-2	2	-19	2
COC(=O)c1ccc(N2CCN(C)CC2)c(NC(=O)COc2ccc(C)cc2)c1	-6	-4	-1	-7	6	5	16	-1	-4	1	-6
CCOc1ccccc1N(CC(=O)O)S(=O)(=O)c1ccc(C)cc1	-17	9	-8	-12	-4	10	-13	2	1	-13	-5
CCC(C)(C)NC(=O)C(c1cccn1C)N(C(=O)Cn1nnc2ccccc21)c1ccc(F)cc1 (stereo unspecified)	-5	-1	-8	-16	-8	-3	3	2	1	-2	-10
CCn1c(CNC(=O)c2cccc(C)c2)nnc1SCC(=O)NC1CCCCC1C (stereo unspecified)	3	0	-20	-13	-4	7	3	-6	0	-10	-2
Cc1ccc(Nc2nc(NCCCN3CCOCC3)nc(N)c2[N+](=O)[O-])cc1	-3	1	-16	-7	-11	-9	-11	-15	-5	-4	-6
Cc1ccc(OCCN2CCN(C)CC2)c([N+](=O)[O-])c1	-18	0	1	3	-12	-2	-14	-6	-2	7	-2
C[C@]12C(=O)N(c3ccc(Br)cc3)C(=O)N1[C@@H]1c3ccccc3OC[C@@H]1[C@H]2c1ccccc1	6	13	-8	8	7	13	-11	-16	12	0	2
C[C@@H]1CN([C@H](C)CO)C(=O)c2cc(NC(=O)Nc3ccc(C(F)(F)F)cc3)ccc2O[C@H]1CN(C)S(=O)(=O)c1ccc(Cl)cc1	-4	9	3	53*	1	28	16	7	-8	18	-7
C=CCNS(=O)(=O)c1sccc1/C=N/O	5	20	-15	11	2	-13	-6	-4	-9	5	3
C[C@H]1C=C(C(=O)NCc2nc3ccccc3[nH]2)O[C@@H](OCCCCO)C1	7	1	2	-6	20	0	5	4	-8	5	-4
Cc1noc(C)c1C(=O)OCC(=O)Nc1ccccc1C(=O)NC(C)c1ccccc1 (stereo unspecified)	-2	-6	-17	3	-2	-4	-7	-3	-6	19	-4
CC1(C)CC(=O)C(C(=O)CCCCC(=O)C2C(=O)CC(C)(C)CC2=O)C(=O)C1	12	-14	-9	15	12	5	-14	-1	3	-8	-15
CC(=O)N1CCC(C(=O)N2c3ccccc3N=C(c3ccc4c(c3)OCO4)C2C(=O)NCc2ccccc2)CC1 (stereo unspecified)	-29	.	.	.	-53	-9	-44	.	.	.	4
CCc1nnc(NC(=O)[C@@H]2CCCN2S(=O)(=O)c2ccc3c(c2)OCCO3)s1	-1	-11	5	7	6	-6	-8	3	-1	10	2
O=C(c1ccccc1)c1ccc(O)cc1O	0	17	-7	2	-7	13	4	6	-1	-6	-9
Cc1cccc(NC(=O)c2cnc3ccccn3c2=O)c1	-71	-102	-121	80*	-158	70*	-30	51*	-15	-18	-14
CCOC(=O)C1=C(COC(=O)CNC(=O)c2ccc(C(C)(C)C)cc2)NC(=O)NC1C (stereo unspecified)	6	-56	-11	-1	2	12	-2	-5	1	-11	-6
Cc1ccc(C)c(OCC(=O)Nc2ccncc2)c1	20	-27	-14	-7	-1	-10	3	11	2	15	4
CSCCC(NC(=O)c1ccccc1Cl)C(=O)N1CCCC(C)C1 (stereo unspecified)	0	17	-4	11	0	-12	5	-8	-1	-7	-18
COCC(C)NC(=O)C(C)Oc1ccccc1 (stereo unspecified)	-18	11	4	11	8	-1	-10	4	4	15	-6
COc1ccccc1Cc1c(-c2ccc(OC)c(OC)c2)nc2c3ccccc3ccn12	-14	1	5	9	44	-8	-25	.	.	11	4
O=C(NCCN1C(=O)S/C(=C\c2cccnc2)C1=O)c1cccc(OC(F)F)c1	13	-8	-8	-11	11	-4	-2	2	-4	-13	-15
Cc1ccc(S(=O)(=O)N2CCN(C(=O)c3c(-c4ccccc4)noc3C)CC2)cc1C	-8	-4	4	4	-9	-18	4	-7	-8	-9	-7
CN(CC(=O)Nc1ccc(Cl)c(C(F)(F)F)c1)C(=O)c1cnccn1	-7	6	6	6	-11	-5	-10	7	12	-3	2
Cc1cccc(C(=O)OC(C)C(=O)N2CCN(Cc3ccccc3)CC2)c1 (stereo unspecified)	-3	13	-1	-18	-24	-3	6	4	-6	-7	-6
COCCNC(=O)c1nn(-c2cc(OC)cc(OC)c2)c(=O)c2ccccc12	5	6	-10	-7	9	-10	-6	-31	-3	1	3
Nc1cc(=O)[nH]c(SCC(=O)Nc2ccccc2Sc2ccc(Cl)cc2)n1	22	-4	-6	1	6	21	10	-5	8	4	0
Cc1cc(N)n(-c2cc(C)c3ccccc3n2)n1	-31	-66	-92	-8	-95	60*	-46	-36	5	-43	-5
C=CCc1cc(C=O)cc(OCC)c1OCc1ccc(Cl)cc1	8	-15	4	20	8	15	-4	8	0	2	-8
O=C(N/N=C/c1ccc(COc2ccc(Br)cc2)o1)c1ccco1	8	-10	-33	-22	-29	6	-47	-5	3	-44	-5
COC(=O)C1=C(C)N(Cc2ccccc2)C(=O)N[C@H]1c1ccccc1	4	6	5	-14	-11	-4	-12	-1	3	-6	3
CCc1nn(C)c(N)c1C	-8	9	-23	-3	2	4	-33	3	-10	-1	-11
Oc1c(Br)cc(Br)cc1/C=N/c1nccs1	1	-9	8	2	7	-1	13	-6	2	-8	10
Fc1ccc(CSc2nsc(SCc3ccc(F)cc3)n2)cc1	8	4	-4	-7	13	3	-22	2	10	3	-2
O=C(O)CCN1C(=O)c2ccccc2Sc2ncccc21	15	13	4	17	2	6	-7	-7	3	-1	-9
O=C(Nc1ccc(F)c(Cl)c1)c1ccccc1	-15	-94	-103	-25	-83	13	-47	-9	-7	-58	4
O=S(=O)(c1ccccc1Br)N(CC(O)COCc1ccccc1)C1CC1 (stereo unspecified)	2	4	-2	6	-15	-7	-16	-1	-8	2	5
CC1CN(C(=O)COC(=O)c2ccc3ccccc3c2)CC(C)O1 (stereo unspecified)	3	-11	-8	-12	-21	8	-5	1	-7	-32	1
Fc1ccc(NC(=S)N2CCCC2)cc1	1	1	0	-15	0	-10	-11	2	2	12	-3
CCOC(=O)C1=CC[C@@H](c2ccc([N+](=O)[O-])cc2)N(S(=O)(=O)c2ccc(C)cc2)[C@H]1c1ccccc1	-14	5	2	26	-1	-3	-6	.	.	-2	-11
O=C(/C=C/c1ccc(F)cc1)Nc1ccc(S(=O)(=O)N2CCOCC2)cc1	-9	0	-10	0	-2	14	-6	-1	9	-14	-2
CS(=O)(=O)Nc1ccc(C(=O)NCCSc2ccc(Cl)cc2)cc1	3	2	10	0	16	7	-20	-10	-8	-2	1
CCOC(=O)c1ccccc1NC(=O)Cn1cnc2c(cnn2-c2ccccc2)c1=O	10	6	6	-5	6	-7	-3	8	-2	.	3
Cc1cccc(CSCc2ccc(C(=O)NC3CCCC3)o2)c1	-1	0	-6	-4	-9	-19	4	5	-13	-9	11
C=CCOc1nc2c(c(=O)n(C)c(=O)n2C)n1Cc1ccccc1Cl	8	10	-25	-3	-10	0	-3	7	-3	12	1

Other records
mol	NR2F2 inh	SRC3 inh	SRC1 inh	TWEAK Fn14 block	LRH-1 inv ag	C8 TRAIL sens	NCOA2 inhibitor	EBV LMP1 NFkB	TLR9-MyD88 inh	TROY NFkB inh	NOD2 RIPK2 PPI
CCn1nc(C)c(/C=N\NC(=O)c2ccc3c(c2)OCO3)c1C	-12	-9	-14	-10	-27	3	-10	-1	-4	-13	-10
Cc1cccc(C(=O)Nc2nnc(C3=COCCO3)o2)c1	1	-15	4	-5	-11	-1	-41	-10	-1	-10	-3
COC(=O)c1cc2occc2n1CC(=O)Nc1ccc(C)cc1C	-1	11	3	5	54	8	15	-1	-5	6	6
O=C(Nc1ccccc1N1CCN(C(=O)c2ccccc2)CC1)c1cc2ccccc2o1	10	6	-6	37	3	30	-21	-9	-5	-31	-9
Cc1ccc(SCC(=O)NC2CCCCCC2)cc1	-16	-37	-26	-18	-27	-25	-50	2	2	-50	3
CC(=O)Oc1ccc(C2=NN(c3ccccc3)C(c3ccccc3)C2)cc1 (stereo unspecified)	2	-11	4	-5	-9	3	-18	2	-5	-11	1
O=C(CCc1nc2ccccc2[nH]c1=O)N/N=C/c1ccccc1	9	10	-11	-2	5	-2	-8	15	-12	7	-6
CC(C)(C)C(=O)Nc1cc(C(F)(F)F)ccc1-n1ccnc1	-8	-8	12	-8	-11	-9	-16	-6	-7	2	-8
Cc1ccccc1C1NC(=S)NC2=C1C(=O)CC(C)(C)C2 (stereo unspecified)	7	17	-1	22	5	-2	21	0	-4	19	-6

A portion of the library, so the mix of outcomes need not match the whole.
